Screening data deposited in PubChem by several laboratories.
KCNK3 block: human KCNK3 channel inhibitors, primary screen, CHO cells, FluxOR thallium flux, B-score; FluxOR fluorescence; active compounds read low; B-score at 10 µM; hit rate 0.84% among 340,000; AID 602410, 2012;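 active = B-score under library mean minus 4 SD, starting fluorescence ratio at most library mean plus 5 SD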;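 also: more negative B-score means stronger inhibition of thallium flux through KCNK3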
Target sequence (O14649 whole entry, looked up): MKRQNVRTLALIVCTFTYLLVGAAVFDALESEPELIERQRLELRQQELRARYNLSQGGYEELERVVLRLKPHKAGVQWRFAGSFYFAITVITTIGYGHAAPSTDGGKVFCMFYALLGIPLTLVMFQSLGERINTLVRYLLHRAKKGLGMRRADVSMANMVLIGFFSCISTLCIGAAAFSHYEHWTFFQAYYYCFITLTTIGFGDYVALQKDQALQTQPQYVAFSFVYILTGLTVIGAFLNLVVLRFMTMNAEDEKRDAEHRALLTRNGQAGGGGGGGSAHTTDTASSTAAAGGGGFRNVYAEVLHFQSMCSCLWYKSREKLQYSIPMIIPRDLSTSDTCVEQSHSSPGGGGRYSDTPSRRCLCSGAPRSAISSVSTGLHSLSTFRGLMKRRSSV
GSK3A inh: blockers of GSK3A enzyme activity – biochemical, luminescence, cell-free homogeneous, HTS, primary screen | Glycogen synthase kinase-3 alpha (Homo sapiens), P49840 | GSK-3 alpha kinase, ADP-Glo luminescence, 60 min | inhibition, % at 10 µM | hit rate 0.1% among 320,000 | AID 2650, 2010;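 in the data active = inhibition above about 50%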;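 also: GST-tagged GSK-3 alpha with peptide substrate and 25 µM ATP; 0% = DMSO neutral wells and 100% = GW8510 positive control wells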
Target sequence (P49840 whole entry, looked up): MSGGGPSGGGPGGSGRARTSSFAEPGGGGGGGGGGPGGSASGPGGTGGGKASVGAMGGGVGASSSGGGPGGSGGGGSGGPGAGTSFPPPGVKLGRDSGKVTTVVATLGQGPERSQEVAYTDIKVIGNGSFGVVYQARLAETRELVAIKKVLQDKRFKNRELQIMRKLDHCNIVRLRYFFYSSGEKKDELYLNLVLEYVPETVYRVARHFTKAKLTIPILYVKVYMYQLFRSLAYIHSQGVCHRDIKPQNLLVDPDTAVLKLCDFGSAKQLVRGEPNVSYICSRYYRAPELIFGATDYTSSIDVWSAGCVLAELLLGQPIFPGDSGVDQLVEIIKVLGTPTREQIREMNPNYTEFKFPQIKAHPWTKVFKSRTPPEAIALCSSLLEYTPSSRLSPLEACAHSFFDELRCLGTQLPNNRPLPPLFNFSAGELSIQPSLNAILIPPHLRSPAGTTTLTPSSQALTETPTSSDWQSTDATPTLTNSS
Active calls of the source: *; i = inactive. This is a subset (hit frequency here may not be typical).

[1] Cc1ccc(S(=O)(=O)N2CCOCC2)cc1C(=O)OCC(=O)N(Cc1ccccc1)C(C)C
[2] COc1cc(OC)cc(C(=O)NNC(=O)c2cc(S(=O)(=O)N3CCOCC3)ccc2F)c1
[3] O=C(NCc1ccccn1)c1cccc(NS(=O)(=O)c2ccc(Br)cc2)c1
[4] Nc1ccccc1-c1nnc(SCC(=O)Nc2ccccc2OC(F)F)[nH]c1=O
[5] COc1ccc(NC(=O)COc2ccc(C(=O)NCc3cccnc3)cc2OC)cc1
entry no. | 1 | 2 | 3 | 4 | 5
KCNK3 block | i | i | i | i | i
GSK3A inh | -5 | 1 | 4 | -5 | 0

[6] CC(C)c1ccc(S(=O)(=O)N2CCN(CC(=O)Nc3ccc(Cl)cc3F)CC2)cc1
[7] CN(C)S(=O)(=O)c1ccc2oc(SCC(=O)c3c(N)n(C4CC4)c(=O)[nH]c3=O)nc2c1
[8] N#Cc1ccccc1COC(=O)CCN=C1NS(=O)(=O)c2ccccc21
[9] CC1CCCCC12NC(=O)N(CC(=O)NCc1ccccc1)C2=O (stereo not given)
[10] COc1cccc(C(=O)OCC(=O)NCc2ccc3c(c2)OCO3)c1OC
entry no. | 6 | 7 | 8 | 9 | 10
KCNK3 block | i | i | i | i | i
GSK3A inh | -3 | -29 | 2 | 1 | 1

[11] Cn1c(N)c(C(=O)COC(=O)c2cccc(S(=O)(=O)NCc3ccccc3)c2)c(=O)n(C)c1=O
[12] O=C(Nc1cccc(F)c1)c1cc(S(=O)(=O)N2CCOCC2)ccc1N1CCCC1
[13] CC(=O)c1ccc(N(CC(=O)Nc2cc(C)on2)S(=O)(=O)c2ccc(C)cc2)cc1
[14] CC(NCC(=O)Nc1cc(S(=O)(=O)N2CCOCC2)ccc1N1CCOCC1)c1ccco1 (stereo not given)
[15] CCN(CC)S(=O)(=O)c1cc(NC(=O)CSc2nnc(N)s2)ccc1C
entry no. | 11 | 12 | 13 | 14 | 15
KCNK3 block | i | i | i | i | i
GSK3A inh | -2 | 7 | -2 | -2 | 0

[16] CCNc1nnc(SCC(=O)N2c3ccccc3NC(=O)CC2C)s1 (stereo not given)
[17] Cc1noc(C)c1CSCC(=O)Nc1nc2c(F)cc(F)cc2s1
[18] Cc1nn(-c2ccccc2)c(C)c1C(=O)OCC(=O)N(C)c1ccccc1
[19] Cc1ccc(C)c(Sc2ccc(S(=O)(=O)Nc3ccc(C(=O)O)cc3)cc2)c1
[20] Cc1ccc(NC(=O)COC(=O)CC2SC(N3CCCC3)=NC2=O)cc1 (stereo not given)
entry no. | 16 | 17 | 18 | 19 | 20
KCNK3 block | i | i | i | i | i
GSK3A inh | -1 | 6 | 0 | -5 | -3

[21] CCC1(c2ccc(F)cc2)NC(=O)N(CC(=O)N2CCc3ccccc32)C1=O (stereo not given)
[22] CCN(C(=O)COC(=O)c1ccccc1O)c1cccc2ccccc12
[23] O=C(CSc1ccc(F)cc1)Nc1cccc(S(=O)(=O)N2CCOCC2)c1
[24] CCN(CC)S(=O)(=O)c1cc(NC(=O)CCc2c(C)noc2C)ccc1C
[25] O=C(C[C@@H]1C/C=C\C[C@H](NC(=O)OCC2c3ccccc3-c3ccccc32)C(=O)OC[C@H]2CCCN2C1=O)N[C@@H](CO)Cc1ccccc1
entry no. | 21 | 22 | 23 | 24 | 25
KCNK3 block | i | i | i | i | i
GSK3A inh | 0 | 1 | -3 | 4 | -3

[26] Cc1ccsc1C(=O)Nc1ccc(S(=O)(=O)N2CCOCC2)cc1
[27] CSc1ncccc1C(=O)Nc1cccc(S(=O)(=O)N2CCCCC2)c1
[28] O=C(COC(=O)C1COc2ccccc2O1)Nc1cccc(F)c1 (stereo not given)
[29] Cc1cc(C)c(C)c(S(=O)(=O)N2CCN(C(=O)c3ccccc3OCc3c(C)noc3C)CC2)c1C
[30] Cc1ccc(SCC(=O)NNC(=O)CCS(=O)(=O)c2ccccc2)cc1
entry no. | 26 | 27 | 28 | 29 | 30
KCNK3 block | i | i | i | i | i
GSK3A inh | 4 | 0 | -3 | 2 | -2

The final 2 records of the part before lead into the next:
[29] Cc1cc(C)c(C)c(S(=O)(=O)N2CCN(C(=O)c3ccccc3OCc3c(C)noc3C)CC2)c1C
[30] Cc1ccc(SCC(=O)NNC(=O)CCS(=O)(=O)c2ccccc2)cc1
[31] CC(O)[C@H]1CC[C@H]2[C@@H]3CC[C@H]4C[C@H](O)CC[C@]4(C)[C@H]3[C@H](O)C[C@]12C (stereo not given in full)
[32] COc1ccc(N(CCC(=O)NCCc2ccccc2)S(=O)(=O)c2ccc(C)cc2C)cc1
[33] CN(CC(=O)Nc1cccc(F)c1)C(=O)COc1ccc2c(c1)CCC2
[34] CCCCC1(c2ccc(F)cc2)NC(=O)N(CC(=O)Nc2ccc(N3CCOCC3)cc2)C1=O (stereo not given)
[35] Cc1ccc(S(=O)(=O)NC2CCCCC2)cc1
entry no. | 29 | 30 | 31 | 32 | 33 | 34 | 35
KCNK3 block | i | i | i | i | i | i | i
GSK3A inh | 2 | -2 | 0 | -1 | -1 | -1 | -3

[36] COc1ccc(S(=O)(=O)N(C)C[C@H]2Oc3c(NS(=O)(=O)c4ccc(F)cc4)cccc3C(=O)N([C@H](C)CO)C[C@@H]2C)cc1
[37] O=C(COC(=O)c1cc(S(=O)(=O)N2CCCC2)ccc1O)Nc1ccccc1Br
[38] CC(NC(=O)COC(=O)CNC(=O)c1ccccc1Cl)C1CC2CCC1C2 (stereo not given)
[39] Cc1ccc2ccc3cccc4ccc1c2c34
[40] COc1ccc(CC(=O)OCC(=O)Nc2ccc(OC(F)F)cc2)cc1OC
entry no. | 36 | 37 | 38 | 39 | 40
KCNK3 block | i | i | i | i | i
GSK3A inh | -3 | -8 | 0 | -4 | 1

No new results follow: an excerpt of the list.
[37] O=C(COC(=O)c1cc(S(=O)(=O)N2CCCC2)ccc1O)Nc1ccccc1Br
[38] CC(NC(=O)COC(=O)CNC(=O)c1ccccc1Cl)C1CC2CCC1C2 (stereo not given)
[39] Cc1ccc2ccc3cccc4ccc1c2c34
[40] COc1ccc(CC(=O)OCC(=O)Nc2ccc(OC(F)F)cc2)cc1OC
entry no. | 37 | 38 | 39 | 40
KCNK3 block | i | i | i | i
GSK3A inh | -8 | 0 | -4 | 1

Continued:
[41] CCOC(=O)N1CCN(C(=O)CSc2nc3nc(C)cc(C)n3n2)CC1
[42] CC(C)C(NC(=O)Cc1ccccc1)C(=O)N1CCN(c2cccc(Cl)c2)CC1 (stereo not given)
[43] Cc1noc(C)c1COc1ccc(C(=O)N2CCN(S(=O)(=O)c3cccc(F)c3)CC2)cc1
[44] COC(=O)c1ccc(/C=C/C(=O)OCC(=O)Nc2cc(C)on2)cc1
[45] CC(C)c1ccc(C(=O)CN2C(=O)NC3(CCc4ccccc43)C2=O)cc1 (stereo not given)
entry no. | 41 | 42 | 43 | 44 | 45
KCNK3 block | i | i | i | i | i
GSK3A inh | -1 | -2 | -8 | -2 | 11

[46] Cc1ccc(S(=O)(=O)N2CCC[C@H]2C(=O)Nc2ccccc2Cl)cc1
[47] CCOC(=O)C1=C(C)NC(C)=C(C(=O)OCC)C1C(=O)OCC(=O)N1CCOCC1
[48] O=C(CCS(=O)(=O)c1ccccc1F)Nc1ccc(N2CCN(Cc3ccccc3)CC2)cc1
[49] CCC(=O)c1ccc(OCC(=O)Nc2cccc(S(=O)(=O)N(C)c3ccccc3)c2)cc1
[50] CN1CCN(CC(=O)Nc2cccc(S(=O)(=O)N(C)c3ccccc3)c2)CC1
entry no. | 46 | 47 | 48 | 49 | 50
KCNK3 block | i | i | i | i | i
GSK3A inh | 3 | -1 | -5 | -3 | 0

[51] COC(=O)c1cc(C(=O)OCC(=O)NC(=O)NCc2ccccc2)cc([N+](=O)[O-])c1
[52] Cc1ccc(NC(=O)NC(=O)COc2ccccc2C(N)=O)c(C)c1
[53] COc1ccccc1CCNC(=O)c1cccc(S(=O)(=O)N2CCc3ccccc3C2)c1
[54] O=C(Cc1c(Cl)cccc1Cl)OCC(=O)N1CCOCC1
[55] Cc1ccc(NC(=O)COC(=O)CC2CC3CCC2C3)cc1S(=O)(=O)N1CCOCC1 (stereo not given)
entry no. | 51 | 52 | 53 | 54 | 55
KCNK3 block | i | i | i | i | i
GSK3A inh | -4 | -1 | 19 | -3 | -2

[56] CCN(CC(=O)NCc1cccs1)S(=O)(=O)c1c(F)cccc1F
[57] CC(C)C(NC(=O)c1ccc(F)cc1)C(=O)N1CCC1 (stereo not given)
[58] COc1ccc(C(=O)Nc2ccc(NC(C)=O)cc2)cc1S(=O)(=O)N(C)Cc1ccccc1
[59] Cc1ccc(C)c(NC(=O)COC(=O)c2nc(Cl)ccc2Cl)c1
[60] C=CCNc1nc(C(=O)OCC(=O)N(Cc2ccccc2)C(C)C)cs1
entry no. | 56 | 57 | 58 | 59 | 60
KCNK3 block | i | i | i | i | i
GSK3A inh | 2 | 12 | 2 | 1 | 0

[61] CN(C(=O)COC(=O)c1cncc(Br)c1)C1CCCCC1
[62] O=C(COC(=O)Cc1ccccc1F)NC(=O)NC1CCCC1
[63] CCc1ccc([C@@H]2CC=C(C(=O)O)[C@H](c3ccc(Br)cc3)N2S(=O)(=O)c2ccc(C)cc2)cc1
[64] CC(=O)Nc1ccc(NC(=O)C(C)OC(=O)CC23CC4CC(CC(Br)(C4)C2)C3)cc1 (stereo not given)
[65] COc1ccc(OC)c(NC(=O)CSc2nc(O)cc(=O)n2CC(C)C)c1
entry no. | 61 | 62 | 63 | 64 | 65
KCNK3 block | i | i | i | i | i
GSK3A inh | -2 | -1 | -7 | -1 | 2

Copied from the list:
`CN(C(=O)COC(=O)c1cncc(Br)c1)C1CCCCC1` @ GSK3A inh = -2
`O=C(COC(=O)Cc1ccccc1F)NC(=O)NC1CCCC1` @ GSK3A inh = -1
`CCc1ccc([C@@H]2CC=C(C(=O)O)[C@H](c3ccc(Br)cc3)N2S(=O)(=O)c2ccc(C)cc2)cc1` @ GSK3A inh = -7
`COc1ccc(OC)c(NC(=O)CSc2nc(O)cc(=O)n2CC(C)C)c1` @ GSK3A inh = 2
`CC(=O)Nc1ccc(NC(=O)C(C)OC(=O)CC23CC4CC(CC(Br)(C4)C2)C3)cc1` (stereo not given) @ GSK3A inh = -1

The main list resumes with the 3 entries that preceded the break.
[63] CCc1ccc([C@@H]2CC=C(C(=O)O)[C@H](c3ccc(Br)cc3)N2S(=O)(=O)c2ccc(C)cc2)cc1
[64] CC(=O)Nc1ccc(NC(=O)C(C)OC(=O)CC23CC4CC(CC(Br)(C4)C2)C3)cc1 (stereo not given)
[65] COc1ccc(OC)c(NC(=O)CSc2nc(O)cc(=O)n2CC(C)C)c1
[66] O=S(=O)(Nc1ncnc2sccc12)c1cccc(F)c1
[67] Cc1cccc(C)c1NC(=O)CNC(=O)CCNC(=O)c1ccco1
[68] Cc1cccc(S(=O)(=O)Nc2cc(Cl)ccc2N2CCOCC2)c1
[69] Cc1ccc(NC(=O)COC(=O)C2COc3ccccc3O2)cc1 (stereo not given)
[70] COc1cccc(Nc2ccc(N3CCCCC3)cc2)c1OC
entry no. | 63 | 64 | 65 | 66 | 67 | 68 | 69 | 70
KCNK3 block | i | i | i | i | i | i | i | i
GSK3A inh | -7 | -1 | 2 | 4 | 4 | 3 | 4 | 0

[71] COc1ccc(N2CCN(CC(=O)NC(=O)NCc3ccccc3)CC2)cc1
[72] Nc1nc(SCCO)[nH]c(=O)c1NC(=O)c1ccco1
[73] COc1ccc(CCC(=O)Nc2ccc(OC)c(S(=O)(=O)N3CCCCC3)c2)cc1OC
[74] N#Cc1ccccc1
[75] O=C(OCC(=O)c1ccc[nH]1)c1ccc(C(F)(F)F)cc1
entry no. | 71 | 72 | 73 | 74 | 75
KCNK3 block | i | i | i | i | i
GSK3A inh | -2 | -2 | 1 | -2 | -4

[76] O=C1CSC(c2ccc(Cl)c(Cl)c2)N1c1nccs1 (stereo not given)
[77] O=C(COc1ccc(Cl)cc1Cl)OCC(=O)c1ccc[nH]1
[78] COc1ccc(S(=O)(=O)N2CCN(C(=O)CCSc3ccccc3)CC2)cc1
[79] CC(=O)c1ccc(NC(=O)CN2CCN(S(=O)(=O)c3ccc4ccccc4c3)CC2)cc1
[80] COCc1c(C(=O)OCC(=O)Nc2ccc(OC(F)F)cc2)oc2ccccc12
entry no. | 76 | 77 | 78 | 79 | 80
KCNK3 block | i | i | i | i | i
GSK3A inh | -2 | 1 | -4 | -2 | 6

[81] CC(=O)NS(=O)(=O)c1ccc(NC(=O)c2ccc(NC(=O)c3cccs3)cc2)cc1
[82] COc1ccc(-c2cc(C(=O)N(C)Cc3nc4ccccc4c(=O)[nH]3)c3ccccc3n2)cc1OC
[83] COc1cc(C(=O)NCC(=O)N2CCN(S(=O)(=O)c3ccccc3C(F)(F)F)CC2)cc(OC)c1OC
[84] Cc1cc(C(=O)OCC(=O)Nc2ccccc2Cl)c(C)o1
[85] CCOc1ccc(S(=O)(=O)Nc2cccc(C(=O)NCCCN3CCCC3=O)c2)cc1
[86] C[C@H](CO)N1C[C@H](C)[C@@H](CN(C)S(=O)(=O)c2ccccc2)Oc2ccc(NC(=O)Nc3ccc(C(F)(F)F)cc3)cc2C1=O
[87] NC(=O)c1ccc(NS(=O)(=O)c2ccc(Br)s2)cc1
[88] O=C(CN1CCN(C(C(=O)Nc2ccc(F)cc2)c2ccccc2)CC1)NC1CC1 (stereo not given)
entry no. | 81 | 82 | 83 | 84 | 85 | 86 | 87 | 88
KCNK3 block | i | i | i | i | i | i | i | i
GSK3A inh | 0 | 0 | -1 | -1 | -2 | 0 | -4 | -6
